Assay outcomes from PubChem BioAssay.
ALDH1A1 block – blocks purified human ALDH1A1 activity; Purified ALDH1A1, NADH fluorescence, propionaldehyde substrate; Potency, µM (doses to about 75.3 µM), for the others: top-dose activity, negative = inhibition, hits mostly inhibitors; actives 7.3% (n = 220,000); AID 1030; active = well fitted inhibition curve with a large enough effect, not every such curve was filed as active; inconclusive = small, poorly fitted or top-dose-only effect, or another doubt; inactive = no such curve, though single readings can be large or run the other way;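 note: plate controls were no enzyme wells and a reference inhibitor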
Tau FP inhib – inhibitors of human tau fibril formation. P10636. K18 P301L tau heparin fibrillization, Alexa594 FP, 6 h. Potency, µM (series often up to 57.7 µM), for inactives: at the highest dose activity, negative = inhibition, hits mostly inhibitors. actives 0.39% (n = 280,000); note: nearly all actives have a fitted effect of over 55% in size
Target sequence (P10636 561-689 P618L limits assumed): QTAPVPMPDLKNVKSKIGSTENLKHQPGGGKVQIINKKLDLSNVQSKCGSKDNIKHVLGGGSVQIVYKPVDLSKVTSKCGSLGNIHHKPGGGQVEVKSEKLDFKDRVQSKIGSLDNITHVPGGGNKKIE
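K18 P301L tau (15 uM unlabeled/0.24 uM Alexa 594-labeled, final) + compound + heparin 20 uM final; 100 mM NaOAc pH 7; 6 hr 37 C; ThT 30 uM final added, 1 hr RT; FP ex 555/em 632 nm.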
TexasRed fluor – counter-screen for TRb-SRC2 inhibitors: fluorescence interference. TRb/SRC2 Texas Red total fluorescence interference. Potency, µM (doses to about 106 µM), inactives show at the highest dose fluorescence change, negative = quenching. actives 0.29% (n = 280,000). AID 1479; active = well fitted curve in either direction with a large enough effect; inconclusive = small, poorly fitted or top-dose-only effect
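Human TRb ligand-binding domain at 0.6 uM with 20 nM Texas Red SRC2 peptide in Tris buffer containing 1 uM T3 and 5% DMSO, incubated with compound 5 h at ambient temperature. Total fluorescence (555/632 nm) calculated as parallel + 2 × perpendicular.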
TRb-SRC2 inh – inhibitors of human thyroid hormone receptor beta-SRC2 interaction; TRbeta-SRC2 peptide binding, fluorescence polarization; receptor liganded with 1 µM T3; actives 0.065% (n = 280,000); P10828; Potency, µM (series often up to 106 µM), inactives show top-dose activity change, negative = inhibition, most hits filed as inhibitors;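 note: plate controls were bound peptide for no effect and peptide without receptor for full effect; nearly all actives have a fitted effect of over 50% in size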
Target sequence (P10828 whole entry, looked up): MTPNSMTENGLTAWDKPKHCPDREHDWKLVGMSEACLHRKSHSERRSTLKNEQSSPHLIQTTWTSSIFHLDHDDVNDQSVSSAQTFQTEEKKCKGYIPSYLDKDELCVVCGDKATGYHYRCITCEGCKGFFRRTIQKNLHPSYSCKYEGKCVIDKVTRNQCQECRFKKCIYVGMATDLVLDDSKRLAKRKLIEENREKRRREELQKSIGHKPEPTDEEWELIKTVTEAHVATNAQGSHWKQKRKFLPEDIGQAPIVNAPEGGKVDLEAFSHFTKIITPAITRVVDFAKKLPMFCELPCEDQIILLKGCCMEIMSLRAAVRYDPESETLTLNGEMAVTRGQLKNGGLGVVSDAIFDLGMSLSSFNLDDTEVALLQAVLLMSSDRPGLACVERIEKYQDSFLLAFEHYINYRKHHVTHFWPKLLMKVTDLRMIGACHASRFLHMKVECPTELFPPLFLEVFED
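Assay buffer: 20 mM Tris-HCl, 100 mM NaCl, 10% glycerol, 1 mM EDTA, 0.01% NP-40, 1 mM DTT, 1 uM T3, 5% DMSO; TRb LBD 0.6 uM, Texas Red SRC2 20 nM; FP after 5 hr.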
Tau fluor counter – counter-screen for tau fibril formation inhibitors. tau K18 P301L Alexa594 fluorescence, heparin fibrillization. AID 1463. Potency, µM (top dose mostly 57.7 µM), for the others: top-dose activity change, negative = decrease. actives 0.93% (n = 280,000); note: nearly all actives have a fitted effect of over 55% in size
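Human K18 P301L tau (15 uM unlabeled plus 0.24 uM Alexa 594-labeled, final) in 100 mM sodium acetate pH 7 was mixed with compound and 20 uM heparin and incubated 6 hr at 37 C.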
L3MBTL1 inh – blocks human L3MBTL1; actives 0.66% (n = 230,000); Potency, µM (series often up to 57.1 µM), without a hit: at the top dose activity, negative = inhibition, hits mostly inhibitors; Q9Y468; AlphaScreen L3MBTL1–H3K9me1 peptide binding; note: nearly all actives have a fitted effect of over 60% in size
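AlphaScreen assay: L3MBTL1 (50 nM final) was preincubated 30 min at room temperature with biotinylated H3(1-15)K9me1 peptide (75 nM final), then 30 min with library compounds; streptavidin donor and nickel chelate acceptor beads (10 ug/mL final) added, 30 min dark.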
aGal spleen mod – alpha-galactosidase A (human) modulation. actives 0.008% (n = 240,000). human spleen homogenate, 4MU-alpha-Gal fluorescence, 40 min. Potency, µM (series often up to 80 µM), inactives show top-dose activity change, negative = inhibition, actives largely listed as inhibitors. P06280. AID 2107;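 note: 0% = enzyme with vehicle and -100% = no enzyme basal signal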
Target sequence (P06280 32-429 limits assumed): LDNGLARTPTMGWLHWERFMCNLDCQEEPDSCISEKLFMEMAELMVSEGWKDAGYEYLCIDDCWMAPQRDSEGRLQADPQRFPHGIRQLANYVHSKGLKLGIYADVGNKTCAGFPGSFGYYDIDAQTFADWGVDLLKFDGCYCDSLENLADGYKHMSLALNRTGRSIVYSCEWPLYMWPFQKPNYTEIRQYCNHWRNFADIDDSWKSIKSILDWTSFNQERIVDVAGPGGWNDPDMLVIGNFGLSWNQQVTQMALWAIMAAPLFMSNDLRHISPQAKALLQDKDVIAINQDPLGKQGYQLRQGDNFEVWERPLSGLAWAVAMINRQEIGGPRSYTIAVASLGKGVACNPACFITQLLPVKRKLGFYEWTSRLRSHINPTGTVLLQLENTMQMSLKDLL
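Inhibition or activation of alpha-galactosidase in human spleen homogenate is scored by 4-MU fluorescence after 40 min at 37C, pH 5.0, with 1 mM substrate. AC50s come from concentration-response fitted to the Hill equation.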
Tau ThT inhib – blocks human tau fibril formation measured by thioflavin T; P10636; recombinant tau K18 P301L, heparin-induced fibrillization, ThT fluorescence; Potency, µM (top dose mostly 57.4 µM), without a hit: at the top dose activity, negative = inhibition, usual class: inhibitors; actives 2.1% (n = 270,000); AID 1460; note: nearly all actives have a fitted effect of over 55% in size
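Using a mix of unlabeled (15 uM) and Alexa 594-labeled (0.24 uM) tau K18 P301L, heparin-triggered fibrillization over 6 hr at 37 C was scored by ThT fluorescence.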
An asterisk follows results filed as active; ? = inconclusive; . = not tested or not shown; [ ] = another dose, or the depositor's remark. Unless noted, calls come from the whole dose curve; as a rule, active = well fitted curve in the direction sought with a large enough effect; inconclusive = small, poorly fitted or top-dose-only effect, or another doubt; inactive = no such curve, though single readings can be large; an effect the other way counts as inactive or inconclusive. Unless noted, % is set by controls: 0 for no effect and ±100 for the full control effect; potency is the fitted concentration of half-maximal effect. Rows are unselected, and some 8.5% of all compounds hit somewhere here.

SMILES	ALDH1A1 block	Tau FP inhib	TexasRed fluor	TRb-SRC2 inh	Tau fluor counter	L3MBTL1 inh	aGal spleen mod	Tau ThT inhib
CCc1ccc(C2CC(=O)c3c([nH]c(C(=O)OCC4CCCCC4)c3C)C2)cc1 (centres undefined)	.	-3.2%	-0.8%	-9.0%	-2.1%	.	.	-0.7%
COCc1nnc(NC(=O)c2ccc(NC(C)=O)cc2)s1	?	1.3%	-0.7%	6.8%	-1.9%	-5.8%	3.0%	-0.2%
COc1ccc(C(=O)c2nc3c(n2O)CCCC3)cc1OC	-5.7%	-0.4%	-0.8%	0.9%	-3.5%	.	-10.8%	6.1%
CS(=O)(=O)N1CC(C(=O)NN)Oc2ccc(Cl)cc21 (centres undefined)	?	-9.7%	-4.4%	4.4%	-1.6%	0.1%	-11.3%	-2.4%
CC1CCN(S(=O)(=O)c2ccc3c(c2)CCN3C(=O)CCC(=O)O)CC1	4.0%	1.1%	-0.2%	12.3%	2.3%	4.6%	4.9%	-1.5%
O=C(NCc1ccccc1Cl)c1ccc2c(=O)n(CCCN3CCCC3=O)c(=S)[nH]c2c1	0.631µM*	-7.7%	-0.5%	-9.6%	-2.7%	1.4%	2.3%	-0.7%
COC(=O)CC(=O)CSc1nc2cc(C(=O)NC(C)C)ccc2c(=O)n1CCc1ccccc1	.	-6.1%	0.9%	0.4%	-1.9%	.	.	4.3%
Cc1noc2ncnc(NCc3cccc(Cl)c3)c12	.	-8.4%	-4.9%	5.7%	-10.9%	.	.	-1.2%
CCc1nnc(NC(=O)CSc2nnc(-c3c[nH]c4ccccc34)n2C)s1	?	8.5%	4.3%	-0.3%	?	-3.1%	2.9%	-15.5%
Clc1cccc(OCc2nc(-c3ccncc3)no2)c1	2.4%	-10.0%	-5.7%	3.5%	-11.9%	-2.3%[11.4 µM]	5.8%	?
CCOC(=O)CN1C(=O)C(O)=C(C(C)=O)C1c1ccccc1 (centres undefined)	1.1%	-4.8%	-1.0%	1.6%	-8.3%	.	3.1%	-5.1%
O=C(COC(=O)CCc1nc2ccccc2n1-c1ccccc1)Nc1ccc(N2CCCCC2)cc1	5.7%	1.1%	3.0%	2.9%	-25.6%	-9.1%	-0.9%	?
Cc1onc(-c2c(Cl)cccc2Cl)c1C(=O)NCCN1CCOCC1	?	-1.2%	-4.2%	-2.3%	7.3%	.	-0.8%	3.8%
CC(C)N(Cc1nccn1C)C(=O)CC1C(=O)NCCN1Cc1ccccc1C(F)(F)F (centres undefined)	39.8µM*	-4.7%	-0.8%	-1.9%	-6.7%	-12.1%	11.9%	?
O=c1c2ccccc2oc2cc(O)c(C3COCC(CO)C(O)C(O)C3O)c(O)c12 (centres undefined)	?	-1.5%	-3.9%	-1.9%	-18.9%	.	-3.1%	-15.0%
Cc1sc2ncnc(NCC3CCCO3)c2c1C (centres undefined)	-12.0%	5.0%	0.8%	-1.1%	-5.4%	-0.3%	6.7%	-10.2%
COc1cc(Cl)c(C)cc1NC(=O)COC(=O)C(NS(=O)(=O)c1ccc(Cl)cc1)C(C)O (centres undefined)	2.0%	2.4%	-1.2%	4.3%	-19.9%	-0.1%	-1.3%	-14.4%
O=C(CN1C(=O)COc2ccc(S(=O)(=O)N3CCCC3)cc21)N1CCN(c2cccc(C(F)(F)F)c2)CC1	.	0.4%	-1.3%	-7.0%	-6.6%	.	.	-0.5%
Cc1cc2cc(CN(C(=O)C3CC3)C3CCCC3)c3nnnn3c2cc1C	0.199µM*	-1.0%	-0.3%	-2.2%	-2.4%	-0.3%	-4.8%	-18.5%
Cc1cccc(N2C(=O)CC(Sc3nc(-c4ccccc4)c4cc(Cl)ccc4n3)C2=O)c1 (centres undefined)	?	-9.8%	3.5%	3.3%	-12.5%	0.8%	10.2%	-11.8%
CC(C)c1ccc(OCC(=O)NC2=NCCS2)cc1	?	-4.7%	-2.3%	-10.1%	-15.7%	.	-5.8%	-19.8%
N#Cc1c(C(F)(F)F)cc(-c2ccc(Cl)cc2)nc1SCC(=O)O	16.0%	-3.1%	-4.7%	1.5%	-8.4%	4.5%	-1.2%	?
COc1ccccc1NNC(=O)C(O)(c1ccccc1OC)c1ccccc1OC	7.2%	2.3%	-1.2%	0.0%	-0.9%	-13.1%	-6.1%	3.0%
Cc1ccsc1CN1CCc2nc(Nc3ccccc3)ncc2C1	.	-3.3%	0.7%	-1.3%	-26.6%	.	.	?
O=C(O)COCC(=O)NCc1csc2ccccc12	-0.3%	-7.6%	-2.2%	8.9%	-6.0%	3.1%	0.9%	-9.6%

2 entries picked at random from the list so far:
SMILES	ALDH1A1 block	Tau FP inhib	TexasRed fluor	TRb-SRC2 inh	Tau fluor counter	L3MBTL1 inh	aGal spleen mod	Tau ThT inhib
CC(C)c1ccc(OCC(=O)NC2=NCCS2)cc1	?	-4.7%	-2.3%	-10.1%	-15.7%	.	-5.8%	-19.8%
O=C(CN1C(=O)COc2ccc(S(=O)(=O)N3CCCC3)cc21)N1CCN(c2cccc(C(F)(F)F)c2)CC1	.	0.4%	-1.3%	-7.0%	-6.6%	.	.	-0.5%

Filtered by structure: the entries above with fluorine (three)
SMILES	ALDH1A1 block	Tau FP inhib	TexasRed fluor	TRb-SRC2 inh	Tau fluor counter	L3MBTL1 inh	aGal spleen mod	Tau ThT inhib
CC(C)N(Cc1nccn1C)C(=O)CC1C(=O)NCCN1Cc1ccccc1C(F)(F)F (centres undefined)	39.8µM*	-4.7%	-0.8%	-1.9%	-6.7%	-12.1%	11.9%	?
O=C(CN1C(=O)COc2ccc(S(=O)(=O)N3CCCC3)cc21)N1CCN(c2cccc(C(F)(F)F)c2)CC1	.	0.4%	-1.3%	-7.0%	-6.6%	.	.	-0.5%
N#Cc1c(C(F)(F)F)cc(-c2ccc(Cl)cc2)nc1SCC(=O)O	16.0%	-3.1%	-4.7%	1.5%	-8.4%	4.5%	-1.2%	?

Later entries:
SMILES	ALDH1A1 block	Tau FP inhib	TexasRed fluor	TRb-SRC2 inh	Tau fluor counter	L3MBTL1 inh	aGal spleen mod	Tau ThT inhib
Cc1nc(N2CCOCC2)c2nc(-c3ccccc3)n(CCN(C)C)c2n1	?	5.5%	-0.9%	-4.2%	-5.3%	.	0.0%	-9.1%
Cc1ccc(-n2c(=O)c3ccccc3n(CC(=O)NCc3ccco3)c2=O)cc1	4.2%	7.5%	0.2%	3.3%	-2.1%	.	0.8%	-1.3%
Cc1cc(C)c(C)c(OCC(=O)NCC2CCCO2)c1 (centres undefined)	-2.3%	-8.5%	-6.5%	-2.6%	-2.1%	4.3%	12.9%	-6.9%
O=C(NCc1ccc2c(c1)OCO2)c1ccc2c(c1)C(=O)N(Cc1cccnc1)C2=O	-6.2%	-1.0%	1.3%	-0.5%	-8.7%	-3.9%	6.3%	-1.6%
C=CCc1cccc(/C=N/c2ncccc2O)c1O	?	-3.3%	0.2%	0.6%	-7.9%	.	-8.5%	?
CC(=O)c1cccc(NC(=O)C(=O)Nc2cccc3ccccc23)c1	6.5%	1.1%	1.1%	8.6%	-4.0%	-6.7%	-6.0%	-2.8%
CN1CCCC(CC2Oc3ccccc3Sc3ccccc32)C1 (centres undefined)	?	-0.4%	-4.0%	-7.0%	4.3%	-2.3%	0.3%	-5.3%
CN(C)S(=O)(=O)c1cccc(NC(=O)COC(=O)COc2ccccc2[N+](=O)[O-])c1	?	-4.4%	-2.2%	-7.1%	-6.5%	-8.6%	4.5%	3.3%
O=S(=O)(NCc1cn2ccccc2n1)c1ccccc1F	.	-6.0%	1.0%	6.1%	3.1%	.	3.4%	.
CC(=O)NC(=O)c1cnn(-c2ccccc2)c1N	.	0.7%	-1.0%	-0.3%	-10.8%	7.2%	7.9%	-7.2%
Cc1cc(Oc2ccc(=O)n(C)n2)nc(SCC(N)=O)n1	.	9.2%	0.2%	-0.2%	-11.8%	3.2%	2.4%	-12.7%
COc1ccc(-c2nnc(SCC(=O)N3CCCCC3)o2)c(OC)c1	?	-10.0%	-1.7%	-0.2%	-3.5%	.	-9.1%	-4.8%
C=CCn1c(=O)[nH]c2cc(C(=O)N3CCN(c4ccc(C(C)=O)cc4)CC3)ccc2c1=O	?	-6.4%	-3.4%	2.9%	-17.8%	.	5.2%	-17.3%
COc1ccc(C(=O)C[n+]2ccc3c(c2)nnn3-c2ccccc2)cc1	-16.1%	-14.1%	2.8%	5.6%	-18.8%	.	11.3%	-18.7%
Cc1ccc(/C=N/NC(=O)CC(=O)NCc2cccnc2)cc1	-2.7%	4.7%	2.6%	3.4%	-9.7%	15.1%	0.1%	-10.3%
CCCc1nn(C)c(C(N)=O)c1[N+](=O)[O-]	3.9%	2.4%	-1.6%	0.0%	-4.8%	.	0.7%	-6.4%
O=[N+]([O-])c1cncc([N+](=O)[O-])c1Nc1ccccc1Cl	?	6.0%	-1.4%	0.8%	-9.9%	-23.4%	0.8%	-12.8%
Cc1nc2c(-c3ccccc3)c(C)nn2c(C)c1CCC(=O)NCc1ccco1	-3.4%	-1.8%	-5.5%	-4.5%	-2.4%	-4.1%	6.8%	-16.5%
COc1ccc(/C=N/NC(=O)c2cccnc2)cc1CSc1ccccn1	.	-7.4%	-1.7%	-2.0%	-17.5%	-4.0%	5.2%	-5.3%
CC(C)(C)NC(=O)CSc1nc(N)cc(=O)[nH]1	4.0%	-3.0%	1.6%	-8.0%	9.6%	10.6%	-2.5%	5.9%
COC(=O)C1=C(C(=O)OC)[C@@H]2N(C)c3ccccc3[C@@]23C[C@@H](C(=O)OC)N(C(=O)c2cc(C)oc2C)C3=N1	14.7%[13.5 µM]	1.8%[11.6 µM]	3.2%[11.2 µM]	9.0%[11.2 µM]	-12.0%[11.6 µM]	.	9.0%[17.5 µM]	?
Cn1c(SCC(=O)NC2CCCC2)nc2cccnc21	-6.8%	3.4%	1.2%	3.4%	0.9%	1.1%	3.4%	-8.9%
O=C1NCCCC1C(=O)N/N=C/c1cccc(O)c1 (centres undefined)	11.2%	-16.5%	-2.2%[53 µM]	3.3%[53 µM]	1.8%	-1.0%	12.8%	10.5%
COc1cc(C2c3c(oc4ccccc4c3=O)C(=O)N2Cc2cccnc2)cc(OC)c1OC (centres undefined)	11.7%	0.7%	-0.3%	5.7%	0.3%	?	5.9%	-6.3%
O=C(O)CC(C(=O)OCC1CCCO1)N1CCOCC1 (centres undefined)	-3.4%	9.1%	2.2%	-0.5%	-0.7%	-3.7%	-2.6%	-7.9%
